High-throughput results: PubChem, Sanford-Burnham Center for Chemical Genomics
EBI2 antag: EBI2 (human) antagonism; P32249; EBI2 beta-arrestin recruitment, luminescence, 7a,25-OHC stimulated; inhibition, % at 5 µM; hit rate 0.81% among 360,000; AID 651636; in the data active = inhibition above about 38%;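 also: enzyme fragment complementation signal reports receptor beta-arrestin coupling in cells; 0% = agonist plus DMSO wells and 100% = wells without agonist; some results beyond the cut were filed as inactive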
Apaf-1 inh: inhibitors of human Apaf-1 apoptosome. O14727. reconstituted apoptosome caspase-3 activity, DEVD-Rh110 fluorescence. inhibition, % at 20 µM. hit rate 0.71% among 330,000. AID 489030; active = inhibition of at least 40% at 20 µM;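 also: plate controls were DMSO wells for no effect and DEVD-CHO caspase inhibitor wells for full effect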
Target sequence (O14727 whole entry, looked up): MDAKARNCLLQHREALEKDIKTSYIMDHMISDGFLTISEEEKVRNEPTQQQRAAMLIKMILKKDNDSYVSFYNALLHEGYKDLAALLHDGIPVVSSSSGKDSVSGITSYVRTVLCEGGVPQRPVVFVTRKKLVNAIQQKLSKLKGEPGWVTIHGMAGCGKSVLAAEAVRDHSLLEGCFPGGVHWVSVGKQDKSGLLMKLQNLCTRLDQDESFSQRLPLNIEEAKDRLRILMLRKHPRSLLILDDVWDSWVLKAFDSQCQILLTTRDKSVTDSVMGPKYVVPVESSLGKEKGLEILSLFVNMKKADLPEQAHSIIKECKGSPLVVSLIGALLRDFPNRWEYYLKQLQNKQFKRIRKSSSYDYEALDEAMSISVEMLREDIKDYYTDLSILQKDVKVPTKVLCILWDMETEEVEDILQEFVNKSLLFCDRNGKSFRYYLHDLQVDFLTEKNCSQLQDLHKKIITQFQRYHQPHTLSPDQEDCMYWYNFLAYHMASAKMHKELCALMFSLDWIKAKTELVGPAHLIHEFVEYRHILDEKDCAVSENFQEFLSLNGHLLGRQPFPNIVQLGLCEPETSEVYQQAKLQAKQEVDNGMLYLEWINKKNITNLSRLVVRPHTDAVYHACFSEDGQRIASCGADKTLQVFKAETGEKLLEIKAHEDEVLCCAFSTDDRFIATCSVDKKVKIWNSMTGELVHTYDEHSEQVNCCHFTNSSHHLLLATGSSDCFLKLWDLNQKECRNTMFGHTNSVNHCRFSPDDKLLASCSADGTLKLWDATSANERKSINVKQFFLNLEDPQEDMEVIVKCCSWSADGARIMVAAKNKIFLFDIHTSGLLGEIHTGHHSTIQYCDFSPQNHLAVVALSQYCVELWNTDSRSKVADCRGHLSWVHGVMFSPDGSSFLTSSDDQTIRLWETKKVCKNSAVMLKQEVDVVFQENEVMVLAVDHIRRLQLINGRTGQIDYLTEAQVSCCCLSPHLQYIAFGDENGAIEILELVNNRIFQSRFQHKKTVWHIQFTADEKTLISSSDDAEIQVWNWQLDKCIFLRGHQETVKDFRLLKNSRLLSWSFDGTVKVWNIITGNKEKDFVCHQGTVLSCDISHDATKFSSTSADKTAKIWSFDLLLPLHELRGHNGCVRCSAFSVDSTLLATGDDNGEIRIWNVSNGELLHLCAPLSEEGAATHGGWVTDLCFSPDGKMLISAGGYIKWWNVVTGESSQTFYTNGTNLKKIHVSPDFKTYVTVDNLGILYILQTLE
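System: reconstituted apoptosome with Apaf-1, cytochrome c, caspase-9, procaspase-3, dATP; Signal: Rh110 fluorescence intensity; Schedule: 30 min compound preincubation, 50 min activation, room temperature; Reagent: cytochrome c trigger plus (Z-DEVD)2-Rh110 caspase-3 substrate.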
SENP8 inh: inhibitors of human SENP8 protease; hit rate 1.2% among 330,000; inhibition, % at 10 µM; purified SENP8, Z-RLRGG-aminoluciferin cleavage, luminescence; Q96LD8; AID 2540
CCR6 antagonist: blocks CCL20-driven beta-arrestin recruitment at human CCR6 | P51684 | CHO-K1 CCR6 PathHunter beta-arrestin, luminescence, CCL20-stimulated | inhibition, % at 20 µM | hit rate 0.49% among 340,000 | AID 493098;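 active = compounds whose inhibition of the agonist-driven luminescence signal at 20 µM reaches about 50%, limit read from the data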;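 also: cells stimulated with CCL20 at 14 nM final; plate controls were DMSO with CCL20 for no effect and DMSO without agonist for full effect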
Gli-Sufu antag: antagonists of Gli-Sufu signaling. hit rate 0.74% among 340,000. Sufu-KO-LIGHT fibroblasts, Gli luciferase reporter luminescence. inhibition, % at 5 µM;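 active = inhibition above about 55%, limit read from the data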;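 also: 0% = DMSO-treated cells and 100% = wells with medium but no cells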
UBC13 polyUb: human UBC13 polyubiquitination inhibition | P61088 | UBC13 polyubiquitin chain formation, TR-FRET | inhibition, % at 20 µM | hit rate 0.47% among 330,000; in the data active = inhibition above about 45%, passing the limit was not always enough
697 NFkB inh: inhibitors of the PMA/ionomycin-induced NF-kB reporter in 697 B cells; 697 B-cell NF-kB luciferase reporter, 16 h; inhibition, % at 4 µM; hit rate 0.33% among 330,000; AID 435022; in the data active = inhibition above about 35%
Jurkat NFkB inh: inhibitors of the PMA/ionomycin-induced NF-kB reporter in Jurkat cells | hit rate 0.53% among 330,000 | inhibition, % at 4 µM | PMA/ionomycin-induced NF-kB luciferase reporter, luminescence | AID 435003
Starred values were filed as active, the others as inactive; x = not tested or not shown. Rule as the data show it, unless noted: active = inhibition above about 50%; inactive = the rest.

(1) COc1cc(C(=O)N(C)C2CCCN(Cc3ccccc3F)C2)cc(OC)c1OC (stereo not drawn)
(2) CC(=O)Oc1ccccc1C(=O)Nc1ccccc1C(=O)N1CCCCC1
(3) Cc1cc(C)cc(NC(=O)C(c2ccccc2)N2CCCC2)c1 (stereo not drawn)
(4) COc1ccc(/C=C2/SC(c3ccc(C)cc3)=NC2=O)cc1OC
(5) COc1ccc(C(CNC(=O)C(CCSC)NC(=O)c2ccccc2Cl)N2CCCCC2)cc1 (stereo not drawn)
(6) CCN1C(=O)[C@H]2[C@H]3CN=C(SCC4CC4)N3[C@@](Cc3ccccc3)(C(=O)OC)[C@H]2C1=O

Screen / compound no.,1,2,3,4,5,6
EBI2 antag,23,-5,2,13,6,-9
Apaf-1 inh,-13,2,-1,17,2,19
SENP8 inh,-2,-1,-6,-8,-1,x
CCR6 antagonist,9,5,17,-2,5,9
Gli-Sufu antag,-12,-12,5,7,-6,23
UBC13 polyUb,1,0,12,-74,9,x
697 NFkB inh,-16,13,3,-4,20,4
Jurkat NFkB inh,-7,3,13,2,6,x

(7) CC1(C)CN(c2ccc(Br)cc2Br)C1=O
(8) COc1cc(NS(=O)(=O)c2ccc(NC(=O)c3ccc(C)o3)cc2)nc(OC)n1
(9) CCOC(=O)Nc1cccc(OCC(=O)Nc2ccc3c(c2)CCC3)c1
(10) CC(C)c1ccc(NC(=O)c2ccc3snnc3c2)cc1
(11) Cc1ccc2c(c1)-n1c(nc3ccccc3c1=O)C(Cc1ccc(O)cc1)NC2=O (stereo not drawn)
(12) Cc1cc(C)cc(NC(=O)Cn2nnc(C(=O)NCc3ccccc3Cl)c2N)c1

Screen / compound no.,7,8,9,10,11,12
EBI2 antag,-7,-5,9,15,x,2
Apaf-1 inh,8,-10,20,1,9,-4
SENP8 inh,-4,3,-16,-9,-9,5
CCR6 antagonist,3,10,6,9,x,15
Gli-Sufu antag,-10,0,1,-70,x,-12
UBC13 polyUb,4,-2,2,-2,4,1
697 NFkB inh,16,6,6,-98,18,4
Jurkat NFkB inh,-9,-1,4,-107,7,2

(13) C/C(=N\NC(=O)Cc1ccccc1)c1ccc(Cl)s1
(14) Cc1ccc(C(=O)OCC(=O)Nc2ccc3c(c2)OCO3)o1
(15) N#Cc1nc(/C=C/c2ccccc2)oc1NCCCN1CCOCC1
(16) CCc1ccc(NC(=O)NCc2cccnc2)cc1
(17) NS(=O)(=O)c1ccc(CNc2nc(-c3cccnc3)nc3ccccc23)cc1
(18) NC(=O)CC(NC(=O)c1ccccc1)c1ccc(NCCOc2ccccc2)c([N+](=O)[O-])c1 (stereo not drawn)

Screen / compound no.,13,14,15,16,17,18
EBI2 antag,3,-7,15,-1,8,-2
Apaf-1 inh,17,9,-10,-1,-9,18
SENP8 inh,-3,-7,5,-4,0,0
CCR6 antagonist,-1,4,3,-3,8,23
Gli-Sufu antag,-15,2,-4,-7,11,8
UBC13 polyUb,-12,-4,14,6,4,-63
697 NFkB inh,-17,-19,-3,4,16,-5
Jurkat NFkB inh,-13,2,-25,5,-6,2

(19) CCOC(=O)c1ccoc1CSCc1ccc(C(=O)OC)o1
(20) O=C(COC(=O)c1n[nH]c2ccccc12)c1ccc(F)c(F)c1
(21) Cc1ccccc1NC(=O)c1ccc(OCC(=O)Nc2ccccc2F)cc1
(22) COc1ccc(CCNc2ncccc2C#N)cc1OC
(23) Cc1cc2c(cc1S(=O)(=O)N1CCCC1)n(C)c(=O)c(=O)n2C
(24) COc1cc(=O)[nH]c(=O)n1CC(=O)c1ccccc1

Screen / compound no.,19,20,21,22,23,24
EBI2 antag,-3,3,-4,4,-4,-5
Apaf-1 inh,2,10,-2,9,1,11
SENP8 inh,-6,-3,-5,-15,-9,-8
CCR6 antagonist,8,6,-8,7,-2,12
Gli-Sufu antag,-1,0,-3,-42,14,-1
UBC13 polyUb,-10,2,16,-2,1,-10
697 NFkB inh,-10,0,5,-48,0,-5
Jurkat NFkB inh,4,4,-1,-64,-18,-12

(25) COc1ccc(O)c(C2=Nc3ccccc3N=C(c3ccco3)C2)c1
(26) BrC(/C=N/N1CCN(Cc2ccccc2)CC1)=C/c1ccccc1
(27) Cc1cc(Br)c(NC(=O)COC(=O)CSc2nnc(-c3ccc(Cl)cc3)o2)c(Br)c1
(28) CC(=O)N1c2c(ccc3ccccc23)C(C)CC12CCCCC2 (stereo not drawn)
(29) CC1(C)CC(=O)C2=C(C1)Nc1ncnn1C2c1cccs1 (stereo not drawn)
(30) COc1cccc(-c2cc(C(=O)NCC3CCCO3)on2)c1 (stereo not drawn)

Screen / compound no.,25,26,27,28,29,30
EBI2 antag,12,6,-5,20,2,0
Apaf-1 inh,17,8,14,14,-21,-2
SENP8 inh,-15,-1,-19,3,1,-13
CCR6 antagonist,9,13,4,12,7,12
Gli-Sufu antag,-2,-7,-4,-11,-9,-25
UBC13 polyUb,-11,7,-6,10,-5,-4
697 NFkB inh,-46,14,-2,4,-2,-44
Jurkat NFkB inh,-11,7,-6,17,15,-27

(31) C=CCOc1ccc(CNCc2cccnc2)cc1OCC
(32) CC(C)c1ccc(NC(=O)Cn2c(=O)oc3cccnc32)cc1
(33) COc1cc(C(C)=O)ccc1OCCCOc1cccc2cccnc12
(34) CCOC(=O)C1(C)/C(=N/Nc2ccc(Cl)cc2)C(=O)C(=O)N1c1ccccc1 (stereo not drawn)
(35) CCOC(=O)CSc1nc(-c2ccccc2)nc2ccc(C)cc12
(36) COc1ccc(OC)c(C2C(C(=O)c3cc4ccccc4o3)=C(O)C(=O)N2c2cc(C)on2)c1 (stereo not drawn)

Screen / compound no.,31,32,33,34,35,36
EBI2 antag,3,-8,-4,15,7,12
Apaf-1 inh,-7,-3,-7,6,-3,13
SENP8 inh,0,1,5,6,3,4
CCR6 antagonist,-12,1,2,30,-2,26
Gli-Sufu antag,11,-12,18,10,-1,32
UBC13 polyUb,-2,4,-4,-95,13,-15
697 NFkB inh,-12,0,-8,3,11,25
Jurkat NFkB inh,-12,22,-10,3,9,-12

(37) Cc1ccc(OCc2nnc(SCC(=O)Nc3ncc(C)s3)o2)cc1
(38) COc1ccc(-c2cc(C(F)(F)F)n3nc(C(=O)NCCCN4CCOCC4)cc3n2)cc1
(39) Cc1cc(C)nc(N/N=C/c2ccccc2OCc2cccc(Br)c2)n1
(40) COc1cc(/C=C2\CC(C(C)(C)C)C/C(=C\c3cc(OC)c(OC)c(OC)c3)C2=O)cc(OC)c1OC (stereo not drawn)
(41) Cn1c(NCc2ccccc2)cc(=O)n(C)c1=O
(42) COc1cc(OC)cc(C(=O)N2CCN(C3CCCCC3)CC2)c1

Screen / compound no.,37,38,39,40,41,42
EBI2 antag,-2,x,-2,15,-2,1
Apaf-1 inh,-10,6,11,19,-2,-2
SENP8 inh,1,0,-12,-1,-3,-11
CCR6 antagonist,2,11,-4,15,7,16
Gli-Sufu antag,-3,16,-5,16,-9,23
UBC13 polyUb,4,8,39,-4,-2,-11
697 NFkB inh,9,12,22,-222,20,-29
Jurkat NFkB inh,3,3,1,90*,-4,-8

(43) COc1ccc(NC(=O)CS(=O)c2ccc(F)cc2)cc1 (stereo not drawn)
(44) C=C(C)CSc1nncn1/N=C/c1ccc(OC)cc1
(45) CN=C(NC1CCCCC1)c1ccc(Cl)cc1
(46) CC(NC(=O)COc1ccc(/C=N/NC(=O)C(=O)Nc2ccccc2Br)cc1)c1ccccc1 (stereo not drawn)
(47) O=C(c1ccco1)N1CCN(c2ccc(Cl)c(Cl)c2)CC1
(48) Nc1nc(C(=O)N2CCOCC2)nn1C(=O)c1ccc(Cl)cc1

Screen / compound no.,43,44,45,46,47,48
EBI2 antag,-9,-6,-7,-2,-9,-9
Apaf-1 inh,4,15,0,26,0,5
SENP8 inh,1,-15,-11,-14,-4,-3
CCR6 antagonist,5,11,11,13,9,-8
Gli-Sufu antag,-8,-54,0,6,-8,-2
UBC13 polyUb,4,-8,-4,-19,14,29
697 NFkB inh,10,-100,-2,-1,-34,17
Jurkat NFkB inh,8,-78,-1,4,-35,-11

(49) CN(CC(=O)Nc1ccncc1)S(=O)(=O)c1ccc(Br)cc1
(50) COc1ccc(NC(=O)CN(C)S(=O)(=O)c2ccc3c(c2)c(=O)n(C)c(=O)n3C)cc1
(51) CN1CCN(S(=O)(=O)c2cccc(C(=O)N(Cc3nnc(-c4ccc(Cl)cc4)o3)C3CC3)c2)CC1
(52) Cc1cccc(OCC(=O)N(Cc2ccco2)C2CCS(=O)(=O)C2)c1 (stereo not drawn)
(53) CO/N=C/NC(=O)c1cn(-c2ccc(F)cc2)c(=O)c2ccccc12
(54) COc1ccc(NC(=O)COC(=O)CNS(=O)(=O)c2ccc(C)cc2)c(OC)c1

Screen / compound no.,49,50,51,52,53,54
EBI2 antag,5,7,-14,-12,-5,-24
Apaf-1 inh,-6,-2,4,5,-12,1
SENP8 inh,-5,-2,13,0,-5,-10
CCR6 antagonist,2,-2,7,8,4,-3
Gli-Sufu antag,2,38,6,-10,-1,-1
UBC13 polyUb,4,1,-2,1,2,0
697 NFkB inh,-12,-6,12,10,18,-20
Jurkat NFkB inh,4,6,3,-2,15,-2

Record cards (already shown). Order of screens: EBI2 antag, Apaf-1 inh, SENP8 inh, CCR6 antagonist, Gli-Sufu antag, UBC13 polyUb, 697 NFkB inh, Jurkat NFkB inh
CN1CCN(S(=O)(=O)c2cccc(C(=O)N(Cc3nnc(-c4ccc(Cl)cc4)o3)C3CC3)c2)CC1 is listed with -14, 4, 13, 7, 6, -2, 12, 3
CN(CC(=O)Nc1ccncc1)S(=O)(=O)c1ccc(Br)cc1 is listed with 5, -6, -5, 2, 2, 4, -12, 4
COc1ccc(NC(=O)CN(C)S(=O)(=O)c2ccc3c(c2)c(=O)n(C)c(=O)n3C)cc1 is listed with 7, -2, -2, -2, 38, 1, -6, 6

(list continues)
(55) O=c1cc(N2CCOCC2)cnn1-c1ccccc1
(56) Cc1cc(Cl)ccc1OCCCC(N)=O
(57) Cc1ccc(-n2nc(-c3cccs3)cc2C(=O)NCC2CCCO2)c(C)c1 (stereo not drawn)
(58) CCOc1ccc(OCCSc2nnnn2C2CCCCC2)cc1
(59) O=S(=O)(c1ccccc1Br)N(Cc1ccccc1)CC(O)COCc1ccccc1 (stereo not drawn)
(60) Cc1ccc(S(=O)(=O)NCCC(=O)Nc2ccc(Cl)c(Cl)c2)cc1

Screen / compound no.,55,56,57,58,59,60
EBI2 antag,-11,-5,-2,14,12,-2
Apaf-1 inh,-4,4,35,20,37,15
SENP8 inh,-12,-6,-8,-1,x,3
CCR6 antagonist,-4,-2,13,15,35,17
Gli-Sufu antag,-29,0,-8,-3,-2,-4
UBC13 polyUb,-13,13,-11,3,x,12
697 NFkB inh,-20,17,-11,11,-2,21
Jurkat NFkB inh,-17,10,9,-9,x,14

(61) CCCCC1=CC2=CC(=O)C(C)(OC(=O)CC)C(=O)C2=CN1CCCCO (stereo not drawn)
(62) NS(=O)(=O)c1ccc(CCNC(=O)C(=O)NCC2OCCN2C(=O)c2ccc3c(c2)OCO3)cc1 (stereo not drawn)
(63) Cc1c(/C=N/NC(=O)c2ccccc2O)c2ccccn2c1C(=O)c1ccc(F)cc1
(64) Cc1csc(NC(=O)CN2CCCCCC2)n1
(65) CC#CCN1c2ccccc2[C@]23C[C@@H](C(=O)OC)N(C(=O)c4cc(C)oc4C)C2=NC(C(=O)OC)=C(C(=O)OC)[C@H]13
(66) COc1ccc(C2C(C(=O)c3ccco3)=C(O)C(=O)N2Cc2cccnc2)cc1OC (stereo not drawn)

Screen / compound no.,61,62,63,64,65,66
EBI2 antag,-20,-8,7,-15,10,-1
Apaf-1 inh,35,-15,-4,-3,11,-6
SENP8 inh,3,4,-4,-6,6,-2
CCR6 antagonist,-8,12,23,2,5,15
Gli-Sufu antag,1,-6,79*,-17,17,3
UBC13 polyUb,-54,2,-22,-3,-102,-12
697 NFkB inh,17,-6,2,-9,16,4
Jurkat NFkB inh,4,-6,9,1,43,13

Marked active in Jurkat NFkB inh, among the entries above:
entry | SMILES | EBI2 antag | CCR6 antagonist | UBC13 polyUb | 697 NFkB inh | Jurkat NFkB inh
40 | COc1cc(/C=C2\CC(C(C)(C)C)C/C(=C\c3cc(OC)c(OC)c(OC)c3)C2=O)cc(OC)c1OC (stereo not drawn) | 15 | 15 | -4 | -222 | 90*

Only part of the results is shown; rates above refer to the full screens.
